High-throughput results: PubChem, several laboratories
CHOP inh: CHOP inhibition in unfolded protein response; CHO-K1 CHOP-promoter luciferase, tunicamycin-induced, 15-18 h; inhibition, % at 10 µM; 220,000 compounds, 3.8% hits; AID 2732;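 active = compounds that reduced the stress-induced luciferase reporter signal by more than about 70% of percent inhibition, limit read from the data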;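 note: 0% = tunicamycin plus vehicle and 100% = wells without tunicamycin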
FXIa inh 1536: blocks human coagulation factor XIa protease activity | purified FXIa, Boc-Glu-Ala-Arg-AMC fluorogenic substrate | 220,000 compounds, 0.14% hits | AID 798 | inhibition, % at 5 µM;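 active = inhibition of at least 40%; inactive = inhibition below 40%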;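 note: fluorescence of freed AMC excited at 355 nm; 0% = enzyme without compound and 100% = no enzyme blank; many of its hits are not listed in these tables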
Target sequence (P03951 19-387 limits assumed): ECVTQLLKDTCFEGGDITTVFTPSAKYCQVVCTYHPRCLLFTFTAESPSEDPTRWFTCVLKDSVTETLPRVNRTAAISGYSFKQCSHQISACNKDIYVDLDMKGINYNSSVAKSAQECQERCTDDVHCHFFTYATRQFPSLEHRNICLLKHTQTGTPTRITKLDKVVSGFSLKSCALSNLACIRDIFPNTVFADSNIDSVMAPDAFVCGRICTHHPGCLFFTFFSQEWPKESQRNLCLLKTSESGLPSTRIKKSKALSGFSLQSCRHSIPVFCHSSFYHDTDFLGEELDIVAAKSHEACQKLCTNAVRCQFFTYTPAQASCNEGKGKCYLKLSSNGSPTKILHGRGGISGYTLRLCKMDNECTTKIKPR
Target sequence (P03951 388-625 limits assumed): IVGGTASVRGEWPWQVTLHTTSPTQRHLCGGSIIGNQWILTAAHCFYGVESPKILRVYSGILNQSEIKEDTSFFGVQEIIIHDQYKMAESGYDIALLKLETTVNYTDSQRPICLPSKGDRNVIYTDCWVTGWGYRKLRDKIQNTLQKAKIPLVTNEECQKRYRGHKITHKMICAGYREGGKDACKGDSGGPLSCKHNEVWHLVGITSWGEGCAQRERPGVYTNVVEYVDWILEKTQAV
Wee1 stabilizer: inhibitors of human Wee1 degradation; HeLa Luc-Wee1K328M stability, luciferase luminescence; 100% = proteasome inhibitor MG132 effect; reporter increase, % at 5 µM; 220,000 compounds, 1.2% hits; P30291;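 active = activation above the mean of all tested compounds plus 3 SD, set per screening run, cut at about 8.8% in these data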;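 note: cells exposed to compound for 20 h before luminescence read; 0% = DMSO alone and 100% = MG132 at 30 µM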
TNF necrop inh: blocks TNF-alpha induced death of Jurkat FADD-/- cells; Jurkat FADD-/- TNF necroptosis rescue, ATP luminescence, 24 h; 0 = TNF only, 100 = no-TNF cells; activation (protection from cell death), % at 10 µM; 220,000 compounds, 0.068% hits;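 active = activation, meaning protection from cell death, of at least 50% relative to plate controls; inactive = activation below 50%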;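 note: necroptosis triggered by 40 ng/mL TNF-alpha added together with compound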
PGE2 EP2 inh: blocks the human prostaglandin E2 receptor EP2 | P43116 | C6 glioma cells expressing human EP2, cAMP TR-FRET; cells stimulated with saturating PGE2 | inhibition, % at 25 µM | 260,000 compounds, 0.52% hits;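 active = percent inhibition above 40 after rounding to a whole number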;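 note: rat C6 glioma host cells with rolipram phosphodiesterase inhibitor present; the protocol text gives 20 µM as final concentration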
Target sequence (P43116 whole entry, looked up): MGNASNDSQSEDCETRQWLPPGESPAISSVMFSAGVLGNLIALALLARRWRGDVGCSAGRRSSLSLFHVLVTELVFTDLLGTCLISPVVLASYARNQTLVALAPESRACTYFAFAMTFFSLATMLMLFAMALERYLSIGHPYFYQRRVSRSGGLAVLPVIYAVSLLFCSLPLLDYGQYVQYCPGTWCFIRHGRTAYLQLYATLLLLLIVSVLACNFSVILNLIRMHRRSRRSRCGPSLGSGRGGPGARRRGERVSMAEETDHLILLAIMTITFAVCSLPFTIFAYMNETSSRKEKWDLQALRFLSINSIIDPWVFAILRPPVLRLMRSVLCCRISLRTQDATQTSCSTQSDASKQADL
Tb hexokinase: blocks Trypanosoma brucei hexokinase 1 activity; inhibition, % at 10 µM; 220,000 compounds, 0.11% hits; recombinant TbHK1, G6PDH-coupled NADH A340;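 active = inhibition of 50% or more in the single-dose primary screen; inactive = inhibition below 50%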
PPC-1+TRAIL kill: kills PPC-1 cancer cells in the presence of TRAIL | PPC-1 cells + TRAIL, ATPLite viability luminescence | cell killing (% activity), % at 4 µM | 220,000 compounds, 0.41% hits | AID 1443;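 active = cell killing above 50% in the first pass at 4 µM, then a duplicate retest at 5 µM averaging 50% or more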;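 note: plate controls were cells with TRAIL plus DMSO for no effect and medium-only wells lacking cells for full effect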
FXIIa inh: factor XIIa (human) inhibition | inhibition, % at 5 µM | 220,000 compounds, 0.3% hits | AID 800 | purified FXIIa, Boc-QGR-AMC fluorogenic substrate, 2 h; in the data active = inhibition above about 40%;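 note: 0% = enzyme with no compound and 100% = blank without enzyme; many of its hits are not listed in these tables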
L929 necroptosis: L929 zVAD cell death inhibition | L929 zVAD necroptosis rescue, ATP luminescence, 24 h; with zVAD 60 µM | AID 1377 | viability rescue, % at 10 µM | 220,000 compounds, 0.38% hits;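 active = activation, scaled between plate controls, above about 75%, limit read from the data; inactive = activation under that limit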;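 note: 0% = zVAD with DMSO and 100% = DMSO alone without zVAD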
The depositor's hits bear a star; nt = no result given; & = joins results of further samples.

| # | SMILES | CHOP inh | FXIa inh 1536 | Wee1 stabilizer | TNF necrop inh | PGE2 EP2 inh | Tb hexokinase | PPC-1+TRAIL kill | FXIIa inh | L929 necroptosis |
| --- | --- | --- | --- | --- | --- | --- | --- | --- | --- | --- |
| 1 | CN(CC(=O)NC(=O)NCc1ccccc1)Cc1cccc(Cl)c1Cl | 6 | 1 | 3 | 2.3 | 13 | 14 | 29 | 8 | -0.5 |
| 2 | CCc1nc(N(CC)CC)c2oc3ccccc3c2n1 | 91* | -4 | 6 | 0.2 | 10 | -11 | nt | 2 | 2.0 |
| 3 | Cc1cccc(OCC(O)Cn2c(=N)n(CCN3CCOCC3)c3ccccc32)c1 (stereo not given) | 2 | 10 | 0 | 0.4 | 3 | 13 | 37 | 7 | 0.3 |
| 4 | Cc1c(-c2ccccc2)[n+](=O)c(-c2ccc(Cl)cc2)c(C)n1[O-] | 12 | -1 | 2 | 0.1 | 5 | -3 | -8 | nt | 1.4 |
| 5 | CCOC(=O)C1CCN(C(=O)c2ccc(Cl)c(Cl)c2)CC1 | 13 | -9 | 2 | -2.0 | 9 | -7 | -8 | 0 | -1.0 |
| 6 | CCCCc1cc(=O)oc2cc(C)c(CN3CCCC3)c(O)c12 | 19 | 3 | 0 | -1.9 | 5 | 4 | -3 | 8 | 0.0 |
| 7 | COc1ccc(C(=O)Nc2nc3ccc(S(C)(=O)=O)cc3s2)cc1OC | 4 | -4 | 3 | -1.8 | 7 | -6 | 9 | 3 | 54 |
| 8 | COc1cccc(-c2nc(C(N)=O)c3[nH]c(=O)n(-c4cccc(Cl)c4)c3n2)c1OC | -14 | 4 | 4 | -4.1 | 9 | -1 | 23 | 18 | 0.0 |
| 9 | O=C(NCCNS(=O)(=O)c1ccc(C(F)(F)F)cc1)N1CCOCC1 | 6 | 1 | 0 | 4.6 | 10 | -8 | -5 | 2 | 1.2 |
| 10 | Cc1ccc(N2C(=S)SC3CS(=O)(=O)CC32)cc1 (stereo not given) | -10 | 1 | 1 | 1.4 | 3 | 1 | 9 | 11 | 1.4 |
| 11 | O=C(NCc1ccccc1Cl)C1CCN(c2cnccn2)CC1 | 5 | -5 | -1 | 31 | 2 | -6 | 35 | 2 | 3.6 |
| 12 | O=C(NC(=S)Nc1ccccc1N1CCOCC1)c1ccco1 | 13 | 0 | 0 | 0.8 | 11 | -10 | -12 | 6 | 0.0 |
| 13 | COc1ccc(C)cc1NC(=O)CN1CCN(c2ccccc2F)CC1 | 29 | 5 | -2 | 3.5 | 8 | -2 | -7 | 7 | 2.5 |
| 14 | O=C1CN(CC(=O)Nc2ccc(Cl)cc2)CCN1 | 8 | 1 | -2 | -0.4 | 10 | 8 | -5 | 9 | 0.7 |
| 15 | COc1ccc(NC(=S)NN2CCN(C)CC2)cc1OC | 28 | -3 | 1 | -0.1 | 7 | -3 | -5 | -2 | 1.1 |

The closing 4 records of the section above come first, to join the parts.
| # | SMILES | CHOP inh | FXIa inh 1536 | Wee1 stabilizer | TNF necrop inh | PGE2 EP2 inh | Tb hexokinase | PPC-1+TRAIL kill | FXIIa inh | L929 necroptosis |
| --- | --- | --- | --- | --- | --- | --- | --- | --- | --- | --- |
| 12 | O=C(NC(=S)Nc1ccccc1N1CCOCC1)c1ccco1 | 13 | 0 | 0 | 0.8 | 11 | -10 | -12 | 6 | 0.0 |
| 13 | COc1ccc(C)cc1NC(=O)CN1CCN(c2ccccc2F)CC1 | 29 | 5 | -2 | 3.5 | 8 | -2 | -7 | 7 | 2.5 |
| 14 | O=C1CN(CC(=O)Nc2ccc(Cl)cc2)CCN1 | 8 | 1 | -2 | -0.4 | 10 | 8 | -5 | 9 | 0.7 |
| 15 | COc1ccc(NC(=S)NN2CCN(C)CC2)cc1OC | 28 | -3 | 1 | -0.1 | 7 | -3 | -5 | -2 | 1.1 |
| 16 | COc1ccc(CC(=O)NCc2n[nH]c(=S)n2-c2ccccc2OC)cc1 | 16 | -4 | 2 | 0.9 | 7 | -4 | 5 | 1 | 3.1 |
| 17 | Cc1nc(NC(=O)CSc2nnc(Cn3nnc4ccccc43)n2C)sc1C | 20 | 3 | 2 | 1.6 | 5 | 1 | 13 | 9 | -0.6 |
| 18 | NC(=O)c1ccc2nc(NC(=O)c3ccc(N)cc3)sc2c1 | -6 | 2 | 1 | -1.9 | 4 | -54 | 28 | 7 | 4.4 |
| 19 | CNC(=O)Nc1nnc(C(C)(C)C)s1 | -7 | -8 | -2 | 1.6 | 10 | 4 | -2 | 4 | -0.9 |
| 20 | CCn1c(-c2cc(-c3cc(C)ccc3C)nc3ccccc23)n[nH]c1=S | 3 | 5 | -1 | 0.5 | 7 | -4 | 3 | 10 | nt |
| 21 | O=C(c1cccc(F)c1)N1CCc2ccccc2C1 | -27 | 4 | -1 | -0.6 | 3 | 3 | 16 | 26 | 0.1 |
| 22 | Cc1ccc(C)n1-c1cc([N+](=O)[O-])ccc1-n1ccnc1 | -4 | 3 | 1 | 0.4 | 7 | -7 | 15 | 9 | -0.3 |
| 23 | CNC(=O)c1nc(C)c(C2(C)CC(c3ccccc3)=NO2)s1 (stereo not given) | 3 | -5 | nt | 0.6 | 13 | -13 | 10 | 5 | 0.2 |
| 24 | COc1ccc(CCNC(=S)NC(=O)c2cccc(Cl)c2)cc1OC | 4 | -2 | -4 | 1.7 | 1 | -2 | 4 | 4 | 0.2 |
| 25 | COC(=O)C1=C(O)CSC1=Nc1ccc(C)cc1 | 38 | -9 | 8 | -0.2 | 2 | 33 | 10 | 3 | 0.2 |
| 26 | COc1ccc([N+](=O)[O-])cc1NC(=O)N(C)Cc1ccco1 | 8 | 3 | -1 | 0.5 | 11 | -21 | -9 | 9 | 0.3 |
| 27 | O=C(O)c1ccc(Cl)c(S(=O)(=O)NC(Cc2ccccc2)C(=O)O)c1 (stereo not given) | -5 | 2 | 0 | -0.7 | 0 | 4 | 24 | 7 | 1.7 |
| 28 | O=C(Cc1cccc(Cl)c1)Nc1ccc(Br)cc1 | 10 | -6 | 0 | 4.9 | 6 | 4 | 4 | 4 | 4.2 |
| 29 | COc1ccc([C@H]2[C@H](C(C)=O)N3N=Cc4ccccc4C3C23C(=O)OC(C)(C)OC3=O)cc1 (stereo not given in full) | -25 | 6 | 0 | -0.2 | 3 | 2 | 30 | 6 | 1.7 |
| 30 | CC(C)Oc1cccc(-c2cc(C(=O)NC(=S)N(C)c3ccccc3C(=O)O)c3ccccc3n2)c1 | -34 | 7 | 2 | 1.8 | 4 | 21 | 28 | 14 | 1.6 |
| 31 | COc1cccc(/C=C/C(=O)OCC(=O)Nc2cc(S(=O)(=O)N3CCOCC3)ccc2C)c1 | -7 | -12 | -2 | 1.4 | 5 | -7 | 38 | 2 | 0.5 |
| 32 | CCOC(=O)C(NC(C)=O)C(O)c1ccc([N+](=O)[O-])cc1 (stereo not given) | -4 | -4 | 1 | -0.1 | 2 | 3 | 3 | 3 | 1.6 |
| 33 | CC(C)OC(=O)CSc1nc2cc3c(cc2cc1C#N)OCO3 | -1 | 11 | 3 | -1.3 | 18 | -11 | 27 | 19 | -1.1 |
| 34 | COc1ccccc1C(=O)NCC(=O)Nc1cccnc1 | -2 | -7 | -3 | -0.3 | 9 | -5 | -4 | nt | 2.5 |
| 35 | O=C(COc1ccccc1)Nc1ccncc1 | 3 | 4 | -2 | 0.7 | 11 | -2 | 6 | 9 | 0.1 |
| 36 | Cc1ccccc1N(C(=O)c1csnn1)C(C(=O)NC(C)(C)C)c1cccs1 (stereo not given) | 14 | 0 | -2 | 0.2 | 5&14 | 9 | -1 | 11 | 0.0 |
| 37 | Cc1nnc(SCC(=O)NC(=O)NC(C)C)s1 | 12 | -10 | 6 | 3.4 | 6 | 1 | 8 | 6 | 1.1 |
| 38 | O=C(c1csc2c1CCCC2)N1CCN(c2ccccc2)CC1 | 54 | -15 | 1 | 1.3 | 23 | 8 | 6 | 4 | 0.0 |
| 39 | COc1ccc(CNC(=O)c2nnn(-c3cccc(C(F)(F)F)c3)c2N)cc1 | 9 | 5 | -2 | 1.3 | 11 | 2 | -4 | 8 | 2.8 |
| 40 | COc1ccc(C2OC(=O)CC2C(=O)NCc2ccc(F)cc2)cc1OC (stereo not given) | 0 | -5 | 2 | 1.2 | 7 | -3 | -33 | 1 | 1.2 |
| 41 | COCCOC(=O)c1c(C)nc(SCC(=O)Nc2ccc(C)cc2)c(C#N)c1-c1ccco1 | 4 | 4 | -3 | 1.8 | nt | 1 | 0 | 3 | -1.0 |
| 42 | CCC(=O)N1CCN(c2ccccc2NC(=O)c2cccc(C)c2)CC1 | 7 | 6 | 0 | -1.8 | 4 | 1 | 15 | 12 | -0.9 |
| 43 | O=C1C=C(Nc2ccc(O)cc2)C(=O)c2ccccc21 | 36 | -4 | -1 | -20 | 4 | -19 | 12 | 9 | 6.7 |
| 44 | CCOC(=O)Cc1cnc(NC(=O)CSc2nc(N)cc(=O)[nH]2)s1 | -5 | 2 | -3 | -0.3 | 3 | 6 | 13 | 10 | -1.0 |
| 45 | Cc1nnc(NC(=O)CSc2nnc(Cc3ccccc3)n2Cc2ccccc2)s1 | 11 | -1 | -1 | -0.5 | 2 | -3 | 30 | 14 | -0.4 |
| 46 | CCc1nc(SCC(=O)c2cccc([N+](=O)[O-])c2)n[nH]1 | -6 | 1 | 5 | 1.6 | 10 | 34 | 28 | 7 | 0.5 |
| 47 | O=C(CCN1C(=O)c2ccccc2C1=O)N1CCC(c2ccccc2)C1 (stereo not given) | 10 | 2 | 2 | 0.1 | 5 | 2 | -3 | 12 | 0.0 |
| 48 | CCn1c(N2CCN(C(=O)/C=C/c3ccccc3)CC2)nc2ccccc21 | 6 | -3 | -1 | -0.4 | 4 | 5 | -1 | 3 | -0.9 |
| 49 | CCn1c(Cc2ccccc2)nnc1SCC(=O)c1cccc([N+](=O)[O-])c1 | 12 | 2 | -1 | -1.1 | 4 | -4 | 19 | 6 | -0.1 |
| 50 | CCN(CC)CC(=O)Nc1ccc([N+](=O)[O-])cc1 | -12 | 4 | 0 | 0.0 | 4 | -13 | 9 | 12 | -0.2 |
| 51 | COC(=O)c1ccccc1NC(=O)c1ccc2nccnc2c1 | 3 | 0 | -3 | -1.0 | 4 | -6 | 12 | -3 | 1.5 |
| 52 | Nc1cc(C(=O)OCC(=O)N2CCCC2)ccc1Cl | nt | -10 | 8 | -0.8 | 6 | -5 | 7 | -7 | -0.3 |

Compound profiles, from the list above.
`COC(=O)c1ccccc1NC(=O)c1ccc2nccnc2c1` as listed: CHOP inh: 3; FXIa inh 1536: 0; Wee1 stabilizer: -3; TNF necrop inh: -1.0; PGE2 EP2 inh: 4; Tb hexokinase: -6; PPC-1+TRAIL kill: 12; FXIIa inh: -3; L929 necroptosis: 1.5
`CCn1c(Cc2ccccc2)nnc1SCC(=O)c1cccc([N+](=O)[O-])c1` as listed: CHOP inh: 12; FXIa inh 1536: 2; Wee1 stabilizer: -1; TNF necrop inh: -1.1; PGE2 EP2 inh: 4; Tb hexokinase: -4; PPC-1+TRAIL kill: 19; FXIIa inh: 6; L929 necroptosis: -0.1
`Nc1cc(C(=O)OCC(=O)N2CCCC2)ccc1Cl` as listed: CHOP inh: nt; FXIa inh 1536: -10; Wee1 stabilizer: 8; TNF necrop inh: -0.8; PGE2 EP2 inh: 6; Tb hexokinase: -5; PPC-1+TRAIL kill: 7; FXIIa inh: -7; L929 necroptosis: -0.3

These rows are one share of the data. The share of hits here may be higher or lower than overall.
